# From PubChem BioAssay
# PLC-beta3 inh: inhibitors of human phospholipase C beta3 | Purified PLC-beta3, fluorogenic substrate, fluorescence | 370,000 compounds, 0.18% hits | Q01970 | AID 720704 | inhibition, % at 12.2 µM; in the data active = inhibition above about 11%;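 also: 0% = median of compound wells on plate and 100% = full blocker control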
# HGIII-sPLA2 inh: Inhibits HGIII-sPLA2 liposome hydrolysis, primary screen. Q9NZ20. QFRET BODIPY PC-A2 liposome hydrolysis, fluorescence. inhibition, % at 12.2 µM. 370,000 compounds, 0.56% hits. AID 743126;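 active = inhibition above mean plus 3 SD of compounds lying within the high and low control bounds, cut at about 19% in these data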;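 also: 0% = median of test compound wells and 100% = no enzyme DMSO wells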
# Target sequence (Q9NZ20 whole entry, looked up): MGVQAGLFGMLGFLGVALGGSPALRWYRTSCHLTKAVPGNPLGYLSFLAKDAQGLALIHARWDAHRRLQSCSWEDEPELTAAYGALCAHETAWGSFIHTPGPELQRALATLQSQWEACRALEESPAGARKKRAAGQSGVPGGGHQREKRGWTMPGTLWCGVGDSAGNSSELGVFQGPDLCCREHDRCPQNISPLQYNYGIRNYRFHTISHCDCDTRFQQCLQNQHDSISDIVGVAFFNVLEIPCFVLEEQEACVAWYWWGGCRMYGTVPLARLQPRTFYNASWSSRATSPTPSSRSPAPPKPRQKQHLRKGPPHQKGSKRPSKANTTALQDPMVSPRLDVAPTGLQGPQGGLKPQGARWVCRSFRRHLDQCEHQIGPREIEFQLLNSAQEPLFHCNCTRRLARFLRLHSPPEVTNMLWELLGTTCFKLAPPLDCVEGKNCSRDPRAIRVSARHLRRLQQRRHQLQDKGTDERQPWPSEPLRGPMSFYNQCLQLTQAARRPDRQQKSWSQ
# hcDAF12 agonist: activators of H. contortus DAF-12 nuclear receptor. 370,000 compounds, 1.4% hits. HEK293 hcDAF-12 lit1-tk-luc reporter, luminescence; 0% DMSO, 100% Δ7-dafachronic acid. activation, % at 6.8 µM;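 active = activation above the mean of all tested compounds plus 3 SD, cut at about 5.5% in these data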;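 also: 100% = response to 3 µM Δ7-dafachronic acid high control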
# DAX1 inh-1: blocks DAX1 repression of SF-1 activated StAR promoter. HEK293T StAR-luciferase reporter, SF-1/DAX-1 repression relief. inhibition, % at 6.8 µM. 370,000 compounds, 1.1% hits. AID 652010;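 active = inhibition above the mean over all tested compounds plus 3 SD, cut at about 3.6% in these data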;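 also: 0% = DAX-1 cells with DMSO and 100% = cells lacking DAX-1 with DMSO; higher inhibition means more luminescence from relief of DAX-1 repression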
# ssDAF-12 act: activators of S. stercoralis DAF-12 nuclear receptor. 370,000 compounds, 1% hits. activation, % at 6.8 µM. HEK293 ssDAF-12/GRIP1 lit1-tk-luc reporter, luminescence; % of 3 µM dafachronic acid response;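 active = activation above the mean over all tested compounds plus 3 SD, cut at about 0.9% in these data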;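 also: 0% = DMSO-only wells and 100% = 3 µM delta7-dafachronic acid wells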
# ADAM10 inh: inhibits human ADAM10 | 370,000 compounds, 0.62% hits | inhibition, % at 7 µM | recombinant ADAM10, EDANS/DABCYL FRET peptide cleavage, 3 h | O14672 | AID 720582;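 active = inhibition above a per-campaign cutoff equal to the mean of compounds falling between control-based bounds plus 3 SD, cut at about 20% in these data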;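 also: 0% = DMSO wells while the 100% control is not disclosed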
# hgDAF-12 ag: agonists of H. glycines DAF-12 nuclear receptor | HEK293 GAL4-hgDAF12 UAS-luciferase reporter, agonist luminescence; normalized to butyrate control | 370,000 compounds, 1.8% hits | activation, % at 6.8 µM;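 active = activation above a cutoff set at the mean of all screened compounds plus 3 SD, cut at about 10% in these data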;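 also: 0% = DMSO wells and 100% = sodium butyrate wells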
# DAX1 inh-2: NR0B1 (DAX1) inhibition; AID 504766; 340,000 compounds, 0.99% hits; inhibition, % at 6.75 µM; HEK293 Gal4-DAX1 luciferase reporter, luminescence;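 active = inhibition above the mean over all tested compounds plus 3 SD, cut at about 4.2% in these data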;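 also: 0% = DAX1-transfected cells with DMSO and 100% = empty-vector control cells with DMSO; inhibition shows as a rise in luminescence from relieved DAX1 repression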
# Target sequence (P51843 207-470 limits assumed): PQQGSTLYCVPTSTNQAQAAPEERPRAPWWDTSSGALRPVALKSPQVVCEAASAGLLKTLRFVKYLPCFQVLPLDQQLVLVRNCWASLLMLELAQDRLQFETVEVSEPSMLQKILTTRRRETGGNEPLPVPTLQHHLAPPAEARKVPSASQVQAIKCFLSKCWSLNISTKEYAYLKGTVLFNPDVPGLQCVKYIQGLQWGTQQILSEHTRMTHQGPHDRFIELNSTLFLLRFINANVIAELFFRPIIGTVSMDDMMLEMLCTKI
# ADAM17 inh: inhibitors of human ADAM17; P78536; recombinant ADAM17, EDANS/DABCYL FRET peptide cleavage; inhibition, % at 6.95 µM; 370,000 compounds, 0.83% hits; AID 720648;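 active = inhibition above the mean of compounds lying between control limits plus 3 SD, set per campaign, cut at about 8.5% in these data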;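 also: 0% = DMSO-only wells as the low control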
# GAA850 FXN act: activators of GAA850 frataxin (FXN) promoter; HEK293 lucGAA850 FXN promoter luciferase reporter, 24 h; percent of 10 µM SAHA response; activation, % at 6 µM; 360,000 compounds, 0.56% hits; AID 540364;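 active = activation above the average of all compounds screened plus 3 SD, cutoff fixed separately per campaign, cut at about 7.5% in these data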;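 also: 0% = DMSO wells and 100% = 10 µM SAHA wells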
# PLCg1 inh: blocks human PLC-gamma1 enzyme activity | P19174 | purified PLC-gamma1, fluorogenic substrate, fluorescence | inhibition, % at 12.2 µM | 370,000 compounds, 0.84% hits; in the data active = inhibition above about 9.5%
# Numbers without * were called inactive; i = inactive; . = no result given; & = joins results of further samples. No enrichment for hits. About 6.9% of those tested had a hit in this group.
cpd	Compound	PLC-beta3 inh	HGIII-sPLA2 inh	hcDAF12 agonist	DAX1 inh-1	ssDAF-12 act	ADAM10 inh	hgDAF-12 ag	DAX1 inh-2	ADAM17 inh	GAA850 FXN act	PLCg1 inh
1	CCN1CCN(Cc2c(OC)ccc3ccccc23)CC1	2	-1	-1.1	-0.2	-0.8	-2	1.1	2.1	-3	2.6	-2
2	CC(=O)NC1CC2CCCC(C1)N2C(=O)Nc1ccc(Cl)cc1 (configuration not stated)	0	8	2.1	-0.5	-0.8	-1	-2.2	1.8	-5	-0.4	3
3	CN(Cc1ccc2nsnc2c1)C(=O)C1CCC(=O)N(CCc2ccccc2)C1 (configuration not stated)	-4	9	-2.2	-0.6	-1.3	-15	-2.4	0.8	-5	0.7	-2
4	CN(Cc1cn(Cc2cccc(Cl)c2)nn1)C1CN(Cc2cn(Cc3cccc(Cl)c3)nn2)S(=O)(=O)C1 (configuration not stated)	2	-12	-1.3	0.2	-1.5	2	0.6	.	-3	.	-1
5	Cc1noc(C)c1S(=O)(=O)NCc1ccc2c(c1)OCO2	5	3	-1.2	-0.5	-1.2	5	-0.3	1.4	1	1.2	8
6	COc1cc(C(=O)NCc2nnc(SCC(=O)Nc3c(C)cc(C)cc3C)o2)cc(OC)c1OC	-5	-1	-1.2	0.5	-1.4	-1	-0.9	0.3	-2	0.3	-2
7	O=C1CNC(=S)N1CCOc1ccccc1	-6	-44	1.2	-0.3	-0.1	10	1.2	-1.2	-1	0.2	-6
8	CCc1nc(SCC(=O)Nc2nnc(CC)s2)c2c(=O)n(C)c(=O)n(C)c2n1	-7	3	1.5	1.5	-1.1	-2	-0.4	-0.1	-2	-2.0	-2
9	C/C=C1\NC(=O)[C@H](CC(N)=O)N(C)C(=O)C([C@@H](C)O)NC(=O)C(CCCc2ccc(OC)cc2)NC(=O)[C@H](C(C)C)NC(=O)/C(=C\C)NC(=O)[C@H](O)[C@@H](C[C@@H](O)CCCCCCC)NC(=O)[C@H](C)NC(=O)CN(C)C(=O)[C@H](CCC(N)=O)NC1=O (some centres not stated)	-4	-41	-0.1	0.7	-0.5	-2	-1.8	0.1	-4	-0.4	-1
10	Cn1cc(Br)c(C(=O)N2CCc3ccccc32)n1	1	4	5.9*	0.9	-0.1	-5	4.3	1.1	-4	3.2	1
11	O=C(NCC(=O)N1CCN(c2ccccc2O)CC1)c1cccs1	-1	7	0.5	1.9	-0.8	-6	0.7	1.0	-3	3.7	1
12	C=CCn1c(SCC(=O)Nc2ccccc2OC)nnc1-c1ccco1	-2	2	-0.8	-0.6	-1.3	-2	-1.9	.	-4	.	-2
13	O=C1c2ccccc2C(=O)C1(CO)c1ccc(OC(F)F)cc1	-6	2	2.6	3.3	-0.6	-3	5.8	0.5	-3	4.3	1
14	COc1ccccc1NS(=O)(=O)c1cccc(NC(=O)NCCCl)c1	-7	11	-1.4	0.0	-0.9	-1	-0.4	1.6	-5	1.0	5
15	CN(Cc1ccccc1)c1ncnc2sccc12	-12	-3	-3.2	-0.8	-1.4	-1	-2.1	-2.1	1	1.3	-5
16	CC(C)(C)C(=O)NC(=S)N1CCc2ccccc21	-6	1	3.3	0.6	-1.4	3	0.4	1.2	-5	1.5	0
17	Cc1ccc(S(=O)(=O)N2CCC(C(=O)Nc3ccncc3)CC2)cc1	-3	-4	-0.4	1.1	-1.2	-12	-1.6	-1.1	-1	0.8	-1
18	COc1ccc(/C=C2\N=C(c3c(-c4ccccc4)noc3C)OC2=O)cc1OC	3	-9	-0.8	0.0	-1.2	4	-2.2	-0.1	-2	1.6	4
19	Cc1ccc(N/C=C(/C#N)c2ccsc2)cc1	-1	-22	2.5	-0.1	-0.7	3	7.6	0.7	2	1.0	-1
20	COc1cccc(CNC(=O)c2cccc(NC(=O)CC3SC(N4CCCCC4)=NC3=O)c2)c1 (configuration not stated)	-6	-6	-1.3	-2.2	-1.5	-8	-5.1	-0.2	2	-1.1	1
21	COCc1c(C(=O)N/N=C\c2cccnc2)nnn1-c1nonc1N	-10	-1	-2.5	-0.2	-1.4	-5	-0.3	1.0	-2	-0.4	1
22	CCN(C(=O)c1ccc2c(c1)OCO2)C1CCS(=O)(=O)C1 (configuration not stated)	-3	-2	1.0	0.4	-0.9	0	2.3	-0.3	0	-0.1	-1
23	COC(=O)c1c(C(=O)NCc2ccccc2)ncn1CC(O)COc1ccccc1 (configuration not stated)	0	-2	-1.3	-0.2	-1.5	-3	-2.8	-0.4	-3	1.4	1
24	CN(C(=S)NC(=O)C1(C)CC1(Cl)Cl)c1ccccc1 (configuration not stated)	-7	10	1.6	0.0	-0.7	-7	1.4	0.7	-6	0.4	-2
25	CC(=O)c1ccc(Nc2ncnc3c2oc2ccccc23)cc1	-39	1	2.5	1.2	1.0*	4	9.7	1.7	-3	4.9	-34
26	CN1CCN(Cc2c(O)ccc3c(-c4ccccc4)cc(=O)oc23)CC1	i	1	-1.4	-0.9	-1.6	-90	-3.6	0.7	-27	0.6	i
27	CC(C(=O)N=Nc1c(O)n(C)c2ccc(Br)cc12)n1cnc2ccccc2c1=O (configuration not stated)	1	0	3.6	-0.4	-0.5	-3	0.2	.	0	.	-2
28	CCOc1ccc2[nH]c(=O)c(C(c3nnnn3C3CCCCC3)N3CCN(C)CC3)cc2c1 (configuration not stated)	-114	1	0.2	-0.6	-1.6	i	-1.9	-1.2	-144	-0.2	-94
29	Cc1ccc(S(=O)(=O)N2C[C@@H]3[C@H]4CC[C@H](C4)[C@@H]3[C@@H](C)[C@@H]2c2cn(Cc3ccccc3)c3ccc(F)cc23)cc1	3	-1	-0.5	0.2	-1.2	5	0.4	0.5	1	0.7	2
30	C=CCN1CCS(=O)(=O)N(Cc2ccccc2)[C@@H](C(C)C)C1=O	4	-5	0.0	1.9	-0.8	5	1.0	0.4	0	0.6	0
31	CC(=O)Nc1cc(S(=O)(=O)C(F)(F)F)ccc1Cl	1	0	-0.9	-0.3	-0.9	-1	0.5	0.3	-1	0.5	1
32	O=C(CCS(=O)(=O)Cc1ccccc1)N1CCc2ccccc2C1	3	-2	0.4	0.2	-1.6	-2	-0.6	0.0	-2	3.4	-4
33	CCN(CC(=O)Nc1ccccc1C(F)(F)F)C(=O)c1cccc(S(=O)(=O)N2CCN(C)CC2)c1	4	4	0.6	1.0	-0.6	-6	-0.1	0.0	1	-0.7	-1
34	CN(C)C(=O)c1cccc(-c2csc(N3CCC(C(N)=O)CC3)n2)c1	-374	10	1.5	0.3	-0.9	-1	3.2	.	-1	.	-272
35	O=C(COC(=O)c1cncc(Br)c1)NCc1ccc(Cl)cc1	-8	-2	-1.4	0.7	-0.7	4	-2.1	1.6	-3	0.8	-2
36	C[C@@H](C(=O)Nc1ccc2ccccc2c1)[C@H]1C[C@]1(C)[C@H](NC(=O)OCc1ccccc1)c1ccccc1	4	-23	1.4	-0.3	-1.1	7	2.1	0.1	4	-0.2	0
37	COc1ccc(S(=O)(=O)Nc2cccc(-c3ccc(N4CCCCCC4)nn3)c2)cc1OC	-18	-29	-1.6	0.2	-0.9	11	3.8	-0.1	1	1.9	-9
38	CCOC(=O)N1CCC(NC(=O)c2ccc3c(c2)N(Cc2ccccc2)CCS3)CC1	-150	-3	-2.9	-0.3	-1.5	-370	0.4	-1.7	-81	-2.1	-117
39	Cc1ncc([N+](=O)[O-])n1Cc1cccc(F)c1	-7	8	0.2	1.1	-1.2	9	0.2	0.6	-4	-2.9	2
40	COc1ccc(CC(=O)Nc2nc(-c3cc(OC)ccc3OC)cs2)cc1	-2	-22	-2.8	-0.5	-1.1	14	-4.8	-0.9	6	0.9	2
41	O=C(Nc1cc(Br)ccc1O)c1cnn2c(C(F)F)cc(C3CC3)nc12	0	-23	1.6	-0.4	-0.2	1	-2.3	-0.1	-2	0.1	-1
42	COc1ccccc1/C=C/C=C(\C#N)C(=O)NC(C)c1ccccc1 (configuration not stated)	-29	-3	-3.5	-0.3	-1.4	12	1.0	-0.5	3	1.7	-20
43	O=c1c2cc(F)ccc2[nH]c(=S)n1CCCN1CCOCC1	4	10	11*	0.1	-2.0	-4	-1.6	4.0	-2	1.4	0
44	COc1ccc(OC)c(NC(=O)CN(C)S(=O)(=O)c2ccc(Cl)cc2)c1	-5	-10	-2.0	-0.2	-1.7	3	-3.1	-0.2	0	0.7	0
45	Cc1cc(NCCO)nc(N2CCOCC2)n1	-8	-7	-0.8	-0.2	-1.3	-13	-2.0	0.8	-8	-0.1	-10
46	O=C(O)c1cccc(NC(=O)c2cn(-c3ccccc3)nc2-c2ccncc2)c1	0	-6	1.5	-0.4	-0.8	8	-2.2	0.3	-1	-0.7	0
47	COc1ccc(CNC(=O)CN(Cc2cccs2)C(=O)CCC(=O)Nc2ccccn2)cc1	-2	1	-0.1	-0.5	-1.9	-1	-1.1	0.3	-3	-0.3	1
48	CS(=O)(=O)c1ccc(C(=O)OCC(=O)NC(=O)C2CCCCC2)cc1[N+](=O)[O-]	0	0	-0.7	0.2	-0.9	-4	0.5	1.2	-1	4.4	-2
49	Cc1cc2c(c(=O)n1Cc1cccnc1)C(c1ccc(F)cc1)C(C#N)=C(N)O2 (configuration not stated)	-1	-1	-1.3	1.3	-1.2	-4	1.6	0.6	-4	-2.9	-3
50	COCCNc1nc(Nc2ccc(C)cc2C)c2sccc2n1	-16	-6	-0.6	-3.9	-1.8	-2	-3.2	.	0	-3.7	-12
51	OCCN1CCOCCN(CCO)CCN(CCO)CC1	2	2	-1.3	-0.5	-1.3	2	-2.6	-0.4	0	0.3	-1
52	CCCCOc1ccc(C(=O)NC2CCCCN(Cc3cccc(C(F)(F)F)c3)C2=O)cc1 (configuration not stated)	6	12	-5.8	-3.8	-1.8	5	2.7	.	1	.	10*
53	COc1ccc(S(=O)(=O)N(C)C)cc1NCC(=O)Nc1cccc2ccccc12	-8	4	-2.1	-0.6	-0.5	4	-1.7	2.6	-4	-0.3	0
54	Cc1ccc(-c2cc(C(=O)O)c3ccccc3n2)c(C)c1	-14	-1	0.1	0.2	-1.0	-24	8.7	2.1	-10	3.1	-2
55	COC(=O)COc1ccc(S(=O)(=O)NCc2cccnc2)cc1	4	0	-2.2	0.5	-1.7	-1	1.6	-0.2	-1	-2.3	4
56	COc1ccccc1C(=O)NC(=Nc1nc2ccccc2o1)NC(=O)c1ccccc1OC	4	2	5.9*	0.5	-0.4	-2	1.4	-1.9&1.7	-5	-1.7&1.5	3
57	COc1ccc(-c2noc(N3CCC(C(=O)Nc4ccccc4Cl)CC3)n2)cc1	-2	8	0.1	-1.2	-1.1	-6	3.0	0.1	-6	-4.3	0
